# CCT chaperon mod = modulators of cytosolic chaperonin (CCT/TRiC) activity; purified chaperonin ATPase assay, HTRF ADP detection, 30 min; activity change, % (test concentration not listed), hits read low; actives 0.3% (n = 360,000); AID 651819; in the data active means activity change below about -30%; further: on the % scale 0 is the no-effect control and ±100 the full control effect
#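 Enzyme 40 or 20 nM (batch-dependent) in Tris pH 7.4/KCl/MgCl2/DTT; cpd 76 uM single point; ATP 10 uM; 30 min 37 °C; Transcreener ADP HTRF detection, 30 min RT; ratio 665/615.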
# PI5P4Ka inh = blocks human PI5P4K alpha kinase activity; AID 652105; PI5P4Kalpha enzyme, ADP-Glo luminescence, 60 min; hits give low values; actives 1.2% (n = 330,000); P48426; max response, %; active means max response of -50% or lower; inconclusive means between -30% and -50%; inactive means -30% or higher; further: value at the top dose of about 77 µM; on the % scale 0 is the no-effect control and ±100 the full control effect
# Target sequence (P48426 whole entry, looked up): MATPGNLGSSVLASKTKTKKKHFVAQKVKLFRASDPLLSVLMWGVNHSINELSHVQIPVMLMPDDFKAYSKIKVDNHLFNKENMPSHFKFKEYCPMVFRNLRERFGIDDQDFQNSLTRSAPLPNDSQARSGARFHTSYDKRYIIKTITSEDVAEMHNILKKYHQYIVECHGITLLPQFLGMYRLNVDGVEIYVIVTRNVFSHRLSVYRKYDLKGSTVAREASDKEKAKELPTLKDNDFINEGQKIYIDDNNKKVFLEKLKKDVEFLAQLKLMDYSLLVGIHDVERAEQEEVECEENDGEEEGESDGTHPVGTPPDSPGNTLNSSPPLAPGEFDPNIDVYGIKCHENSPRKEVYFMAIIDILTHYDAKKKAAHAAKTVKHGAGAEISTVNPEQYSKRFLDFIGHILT
#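 Human PI5P4Kalpha with substrate in 0.038 M HEPES pH 7.4, 0.28 mM EGTA, 0.1% CHAPS, 5% DMSO; reaction started with 5 microM ATP (final), 60 min at room temperature. ADP formed read by ADP-Glo luminescence.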
# MmCpn inh = inhibitors of Methanococcus maripaludis chaperonin (MmCpn). Potency, µM (top dose mostly 76.9 µM), for the others: top-dose activity, negative = inhibition, usual class: inhibitors. purified Mm-Cpn ATPase, ADP Transcreener TR-FRET. actives 0.031% (n = 330,000); further: potency means the concentration at half of the fitted maximal effect; on the % scale 0 is the no-effect control and ±100 the full control effect; nearly all actives have a fitted effect of over 80% in size
#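 Inhibition of chaperonin ATP hydrolysis is measured as reduced ADP production, detected by competitive TR-FRET in which signal falls with ADP. Final enzyme 25 nM and ATP 10 uM, reacted 30 min at 37°C.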
# EPAC1 antagonist = blocks human EPAC1 exchange factor | EPAC1 GEF assay, Rap1b-BODIPY-GDP exchange fluorescence | actives 0.14% (n = 360,000) | O95398 | Potency, µM (highest dose often 115 µM), without a hit: at the highest dose activity change, negative = inhibition, usual class: inhibitors;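 further: potency means the concentration at half of the fitted maximal effect; plate controls were vehicle for no effect and positive control for full effect; nearly all actives have a fitted effect of over 50% in size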
# PLK1 PBD inh = inhibitors of human PLK1 polo-box domain binding; P53350; Plk1 PBD binding of FITC phosphopeptide, fluorescence polarization; Potency, µM, for the others: max response, negative = inhibition, actives largely listed as inhibitors; actives 2.8% (n = 360,000); AID 720504; further: potency means the concentration at half of the fitted maximal effect; series mostly up to about 57 µM; on the % scale 0 is the no-effect control and ±100 the full control effect; nearly all actives have a fitted effect of over 65% in size
# Target sequence (P53350 whole entry, looked up, the tested form may be a part): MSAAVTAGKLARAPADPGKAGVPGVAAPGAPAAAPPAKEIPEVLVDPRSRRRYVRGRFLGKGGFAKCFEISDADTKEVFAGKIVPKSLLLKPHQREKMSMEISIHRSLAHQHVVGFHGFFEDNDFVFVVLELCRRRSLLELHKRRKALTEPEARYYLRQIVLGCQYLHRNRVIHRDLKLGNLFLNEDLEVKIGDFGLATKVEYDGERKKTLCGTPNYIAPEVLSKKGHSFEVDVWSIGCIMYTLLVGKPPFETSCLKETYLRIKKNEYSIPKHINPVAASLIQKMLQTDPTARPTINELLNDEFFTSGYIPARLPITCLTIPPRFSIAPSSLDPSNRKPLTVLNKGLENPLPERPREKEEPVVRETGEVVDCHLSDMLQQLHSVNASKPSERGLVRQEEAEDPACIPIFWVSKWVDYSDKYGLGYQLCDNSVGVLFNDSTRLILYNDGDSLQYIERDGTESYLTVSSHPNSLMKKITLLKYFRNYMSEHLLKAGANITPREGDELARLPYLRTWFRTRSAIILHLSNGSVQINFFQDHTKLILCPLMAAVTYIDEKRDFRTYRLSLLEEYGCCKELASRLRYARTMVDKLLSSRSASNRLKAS
# WRN inhibitor = blocks human WRN helicase; Q14191; WRN helicase unwinding, fluorescent forked duplex, kinetic; Potency, µM (top dose mostly 114 µM), for inactives: top-dose activity change, negative = inhibition, actives largely listed as inhibitors; actives 0.46% (n = 360,000); AID 651768; further: potency means the concentration at half of the fitted maximal effect; on the % scale 0 is the no-effect control and ±100 the full control effect; nearly all actives have a fitted effect of over 55% in size
#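 Fluorescence dequenching readout, ex 525 nm/em 598 nm, kinetic mode: forked duplex DNA (100 nM final) with adjacent fluorophore and quencher unwound by WRN (20 nM final) with 2 mM ATP. Compound preincubation 15 min, room temperature.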
# EPAC2 antag = antagonists of human EPAC2; Q8WZA2; EPAC2 GEF exchange of Rap1B-BODIPY-GDP, fluorescence; Potency, µM (doses to about 114 µM), inactives show at the highest dose activity, negative = inhibition, hits mostly inhibitors; actives 0.18% (n = 360,000); AID 720708; further: potency means the concentration at half of the fitted maximal effect; on the % scale 0 is the no-effect control and ±100 the full control effect; nearly all actives have a fitted effect of over 45% in size; many of its hits are not listed in these tables
# EPAC1 ag = EPAC1 (human) agonism; EPAC1 agonist qHTS, biochemical assay; response scale: 100% = response to 6.5 mM cAMP; Potency, µM (top dose mostly 154 µM), inactives show at the highest dose activation, hits mostly activators; actives 0.073% (n = 360,000); AID 720707; further: potency means the concentration at half of the fitted maximal effect; nearly all actives have a fitted effect of over 60% in size
#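 Fluorescent GDP-exchange assay: 100 nM EPAC1 with 250 nM Rap1B preloaded with BODIPY-GDP and 50 uM GDP; compounds tested as concentration series, 5 min at room temperature, then read every 5 min for 30 min (ex 480/em 540 nm); normalized to 6.5 mM cAMP.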
# Active calls of the source: *; ? = inconclusive; / = not tested or not shown; [ ] = another dose, or the depositor's remark. Unless noted, the call rests on the fitted dose curve; in most records, active means well fitted curve in the direction sought with a large enough effect; inconclusive means small, poorly fitted or top-dose-only effect, or another doubt; inactive means no such curve, though single readings can be large; an effect the other way counts as inactive or inconclusive. Some of the compounds tested; rates above refer to the full screens.
nr	Structure	EPAC1 ag	PLK1 PBD inh	PI5P4Ka inh	EPAC1 antagonist	WRN inhibitor	MmCpn inh	EPAC2 antag	CCT chaperon mod
1	Cc1cc(Cl)ccc1NC(=O)NC1CCN(S(=O)(=O)c2ccc(F)cc2)CC1	-4%	-2%	-6	8%	1%	2%	3%	0.0
2	Cc1ccc(CNS(=O)(=O)c2ccc3c(c2)NC(=O)CS3)cc1	-6%	4%	1	-16%	4%	3%	9%	-74*
3	CCOc1nc(N=C(N)N)nc2c(C)cccc12	1%	?	-26	11%	9%[11.6 µM]	0%	12%	1.6
4	CCOC(=O)/C=C/C(=O)OCC(=O)Nc1cccc(Cl)c1Cl	-2%	14%	1	-14%	-22%	0%	-6%	1.2
5	CC[C@]12c3[nH]c4ccc(OC)cc4c3CCN1C(=O)C(CC(=O)NCCc1ccccn1)C[C@@H]2C(=O)N1CCN(C(=O)c2ccco2)CC1 (stereo not given in full)	-8%	5%	-7	2%	1%	2%	-4%	0.8
6	Cc1ccc(C(=O)CNc2cccc(Cl)c2)cc1	-4%	?	-5	0%	-13%	-6%	15%	-5.1
7	COc1ccc(C(=O)c2coc3c2C(=O)C(=O)c2ccccc2-3)cc1	-2%	?	-15	4%	-36%	-1%	7%	-3.0
8	O=C(CNC(=O)c1ccc(Cl)cc1Cl)OCC(=O)N1CCN(c2ccccc2)CC1	4%	5%	-3	-17%	-15%	-1%	-2%	1.0
9	S=C(NCCc1ccccc1)NCc1ccccc1Cl	13%	-11%	0	-21%	-7%	2%	-2%	-3.6
10	COC(=O)c1sccc1NC(=O)c1ccnn1C	-3%	5%	3	8%	7%	0%	7%	-1.0
11	COc1ccccc1-n1c(O)c(C=NCc2ccccn2)c2ccccc2c1=O	-7%	3%	1	-9%	-2%	-2%	-6%	-1.4
12	CCC1(c2ccccc2)NC(=O)N(CC(=O)N(C)CC(=O)Nc2ccc(F)c(F)c2F)C1=O (stereo not given)	1%	-7%	-2	-3%	-12%	0%	7%	0.1
13	Cc1cc(Br)ccc1SCC(=O)OCC(=O)Nc1ccccc1C#N	0%	-27%	6	-15%	-29%	2%	7%	2.6
14	CCOC(=O)c1cc(S(=O)(=O)N2CCN(c3ccccc3OC)CC2)cn1C	4%	-13%	-6	-8%	-10%	1%	-5%	-1.6
15	CC1(NC(=O)c2cc(-c3cccs3)nn2-c2ccccc2)CCS(=O)(=O)C1 (stereo not given)	-9%	-6%	3	-12%	-17%	-7%	-11%	1.0
16	CCNC(=O)C(Cc1ccccc1)NC(=O)OCc1ccccc1 (stereo not given)	4%	2%	10	2%	0%	0%	9%	0.7
17	COc1ccc(C2=NS(=O)(=O)N(C)C(C(=O)NC(C)c3ccccc3)=C2)cc1OC (stereo not given)	8%	-7%	4	?	0%	0%	-3%	1.6
18	COc1ccccc1NC(=O)CSc1nnc(Cn2c(=O)sc3ccccc32)n1C	-8%	-13%	8	4%	-8%	-2%	6%	-0.1
19	c1ccc(CSc2cc3ccccc3[nH]2)cc1	13%	-2%	10	-9%	-6%	/	-10%	-1.2
20	COc1ccccc1-c1nnc(NC(=O)C2=COCCO2)o1	-5%	2%	12	2%	0%	3%	14%	-1.7
21	O=C(CSc1nc2ccc(Nc3nc(N4CCOCC4)nc(N4CCOCC4)n3)cc2s1)N1CCOCC1	-7%	3%	-5	-16%	0%	1%	0%	-2.2
22	CCc1cc(=O)oc2cc(C)cc(OC(C)C(=O)O)c12 (stereo not given)	-1%	-4%	/	13%	2%	-7%	15%	-1.5
23	COc1ccc(CNC(=O)CSc2nnc(C)c(=O)[nH]2)cc1	8%	-2%	4	2%	-5%	0%	4%	0.5
24	COC(=O)C[C@@H]1CC[C@@H](NC(=O)NC2CCCC2)[C@@H](CO)O1	-6%	-14%	5	-7%	-3%	/	6%	/
25	CC(C)C(=O)Nc1c(-c2ccccc2)c(=O)c2ccccc2n1C	13%	-10%	-5	1%	10%	0%	0%	-0.9
26	CC1(C)Cc2c(C#N)c(N3CCN(C(=O)c4ccco4)CC3)nc(Cc3ccccc3)c2CO1	9%	-10%	-7	5%	-9%	?	6%	-0.1
27	NNc1nc(NCc2ccccc2)nc(N2CCOCC2)n1	10%	-3%	16	2%	0%	-1%	-8%	-0.6
28	COc1ccc(Br)cc1C(=O)Nc1cc(C)cc(C)c1	3%	-6%	20	10%	3%	-1%	3%	-0.2
29	CC(NC(=O)c1cccc(Br)c1)c1ccccc1 (stereo not given)	7%	-6%	2	3%	4%	-1%	3%	-0.6
30	O=C(CSc1nnc2c(n1)[nH]c1ccc(F)cc12)OCc1ccccc1	-2%	1%	10	10%	3%	0%	9%	0.3
31	Cc1cc(=O)n(-c2ccc(O)cc2)[nH]1	2%	-1%	-6	4%	-10%[57.1 µM]	-3%	4%	-3.5
32	C#CCN1C(=O)C(O)(CC(=O)/C=C/c2ccco2)c2ccccc21 (stereo not given)	-6%	-7%	-26	-10%	-5%	-5%	-7%	1.0
33	COc1ccc(NC(=O)N2CCN(c3ccc([N+](=O)[O-])cc3)CC2)cc1OC	5%	5%	2	-7%	1%	0%	1%	-2.3
34	Cc1ccc(S(=O)(=O)N2CCC(C(=O)Nc3ccccc3N3CCCC3)CC2)c(C)c1	13%	-15%	6	?	2%	1%	-11%	0.0
35	CCc1ccccc1OCC(=O)Nc1cccc(S(=O)(=O)NC2=NCCC2)c1	-1%	3%	1	14%	1%	3%	-2%	-0.6
36	Cc1ccnc(NC(=O)C23CC4CC(CC(C4)C2)C3)c1	7%	-14%	/	-1%	-5%	-1%	-13%	-0.5
37	Cc1ccc(NC(=O)COc2cccc(C)c2C)cc1S(=O)(=O)N1CCCCCC1	18%	0%	12	-22%	-6%	1%	2%	2.0
38	COC(=O)C(NC(C)=O)(Nc1nc(C)cs1)C(F)(F)F (stereo not given)	-3%	-4%	-2	4%	3%	2%	14%	-1.7
39	O=C(COC(=O)/C=C/c1ccc([N+](=O)[O-])cc1)NCC1CCCO1 (stereo not given)	8%	-12%	2	?	-27%	1%	0%	-1.8
40	CCN1CCN(c2ccc(NC(=O)c3ccc4c(c3)OCO4)cc2)CC1	-1%	5%	-3	-4%	5%	0%	1%	-0.3
41	O=C(CNC(=O)c1nc[nH]c1C(=O)N1CCc2ccccc2C1)OCc1ccccc1	-8%	19µM*	3	-15%	-3%	2%	-1%	-3.8
42	COc1ccc(-c2csc3ncnc(NCCCO)c23)cc1	-1%	4%	-6	14%	7%	-2%	-2%	1.3
43	O=C1c2cccc3cccc(c23)C(=O)N1CCCN1CCN(c2ccc(F)cc2)CC1	12%	1%	2	-1%	-8%	1%	5%	1.6
44	O=C(c1ccccc1)c1ccc(CN2C(=O)c3ccccc3C2=O)o1	10%	?	/	11%	1%	1%	2%	-3.3
45	Cc1ccc(N2C(=O)C(NC(=O)c3ccccc3)(C(F)(F)F)C3=C2CC(C)(C)CC3=O)cc1 (stereo not given)	-3%	-3%	3	?	2%	1%	12%	-0.6
46	Cc1c(OCC(=O)N2CCC(C(=O)O)CC2)ccc2c3c(c(=O)oc12)CCCC3	-4%	-9%	-2	-7%	5%	-2%	-20%	1.1
47	CC(Sc1nc2ncc(Cl)cc2[nH]1)C(=O)c1c(N)n(C)c(=O)n(C)c1=O (stereo not given)	6%	-8%	-6	12%	2%	-2%	-1%	-2.4
48	O=c1n(Cc2ccccc2)c(O)c2n1Cc1ccccc1N=C2c1ccc(C(F)(F)F)cc1	0%	2%	2	-11%	3%	/	-7%	-1.0
49	COc1ccc2ccccc2c1CN1CCCC(CO)C1 (stereo not given)	0%	-4%	5	-12%	0%	1%	6%	0.1
50	Fc1cccc(/C=N/Nc2ncnc3nc[nH]c23)c1	-10%	1%	?	8%	7%	5%	6%	-0.9

# Additional results
nr	Structure	EPAC1 ag	PLK1 PBD inh	PI5P4Ka inh	EPAC1 antagonist	WRN inhibitor	MmCpn inh	EPAC2 antag	CCT chaperon mod
51	Cc1ccc(NS(=O)(=O)c2ccc(NC(=O)[C@@H]3CCCC[C@@H]3C(=O)O)cc2)c(C)c1	-1%	-3%	1	-30%	8%	-1%	-2%	1.2
52	CCC(C(=O)NC1C(=O)N2C(C(=O)O)=C(CSc3nnc(C)s3)CSC12)c1ccccc1 (stereo not given)	-3%	24µM*	-8	-21%	-11%	-3%	4%	-1.0
53	O=c1c2ccccc2c(-c2ccccc2)nn1Cc1ccccc1	8%	-8%	-3	-10%	-34%[57.1 µM]	0%	-13%	-6.2
54	CCOc1ccc(C(=O)NCC(=O)OCC(=O)Nc2ccccc2OCC)cc1	3%	3%	0	5%	-5%	0%	1%	-1.8
55	CCOC(=O)Nc1ccc(S(=O)(=O)Nc2nccc(C)n2)cc1	6%	1%	-4	-1%	-3%	1%	-4%	0.3
56	O=C(CSc1ncccn1)NC1CCCc2ccccc21 (stereo not given)	7%	-11%	0	-12%	-5%	-4%	2%	-0.6

# Rewritten with values under each structure: 8 of the compounds above.
# Under each structure: EPAC1 ag, PLK1 PBD inh, PI5P4Ka inh, EPAC1 antagonist, WRN inhibitor, MmCpn inh, EPAC2 antag, CCT chaperon mod
(33) COc1ccc(NC(=O)N2CCN(c3ccc([N+](=O)[O-])cc3)CC2)cc1OC
  5%, 5%, 2, -7%, 1%, 0%, 1%, -2.3
(34) Cc1ccc(S(=O)(=O)N2CCC(C(=O)Nc3ccccc3N3CCCC3)CC2)c(C)c1
  13%, -15%, 6, ?, 2%, 1%, -11%, 0.0
(35) CCc1ccccc1OCC(=O)Nc1cccc(S(=O)(=O)NC2=NCCC2)c1
  -1%, 3%, 1, 14%, 1%, 3%, -2%, -0.6
(36) Cc1ccnc(NC(=O)C23CC4CC(CC(C4)C2)C3)c1
  7%, -14%, /, -1%, -5%, -1%, -13%, -0.5
(37) Cc1ccc(NC(=O)COc2cccc(C)c2C)cc1S(=O)(=O)N1CCCCCC1
  18%, 0%, 12, -22%, -6%, 1%, 2%, 2.0
(38) COC(=O)C(NC(C)=O)(Nc1nc(C)cs1)C(F)(F)F (stereo not given)
  -3%, -4%, -2, 4%, 3%, 2%, 14%, -1.7
(39) O=C(COC(=O)/C=C/c1ccc([N+](=O)[O-])cc1)NCC1CCCO1 (stereo not given)
  8%, -12%, 2, ?, -27%, 1%, 0%, -1.8
(40) CCN1CCN(c2ccc(NC(=O)c3ccc4c(c3)OCO4)cc2)CC1
  -1%, 5%, -3, -4%, 5%, 0%, 1%, -0.3
